TcdB GH inh – inhibitors of Clostridioides difficile toxin B glycohydrolase. hit rate 0.24% among 350,000. P18177. inhibition, % at 9.99 µM. TcdB glycohydrolase enzymatic assay, plate reader; in the data active means inhibition above about 10%
DUSP3 inh – DUSP3 (human) phosphatase inhibition; inhibition, % at 13.3 µM; recombinant VHR phosphatase, pNPP absorbance; AID 1654; hit rate 0.52% among 290,000; P51452; in the data active means inhibition above about 50%; further: some compounds called inactive have numbers as strong as hits
Target sequence (P51452 whole entry, looked up): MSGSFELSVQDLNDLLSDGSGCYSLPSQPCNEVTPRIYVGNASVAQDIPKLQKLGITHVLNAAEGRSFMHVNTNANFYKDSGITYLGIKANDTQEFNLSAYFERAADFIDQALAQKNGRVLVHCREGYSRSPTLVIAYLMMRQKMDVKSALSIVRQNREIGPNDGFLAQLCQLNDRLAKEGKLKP
BoNT-A LC inh2 – BoNT A light chain protease inhibition; AID 588499; hit rate 0.17% among 360,000; inhibition, % at 10 µM; multiplex microsphere protease substrate cleavage, flow cytometry; further: plate controls were buffer without enzyme for full effect and enzyme alone for no effect
BH1578 lux ind – quorum light induction in luxS cqsA deficient V. cholerae; V. cholerae BH1578 lux reporter, luminescence, 6 h; activation, % at 18.7 µM; hit rate 0.16% among 350,000; in the data active means activation mostly above about 9.7%, no sharp cut-off; inconclusive means no clear call, values can overlap the other calls; inactive means mostly below about 3.7%; further: not every result past the cut was called active; inactives centre near 0; reference of the scale not given here
Yp Topo-I inh – inhibitors of Yersinia pestis topoisomerase I. Y. pestis Topo-I cleavage product accumulation, plate reader. activity, % at 10 µM. hit rate 0.064% among 360,000. AID 504884; in the data active means activity above about 50%, passing the limit was not always enough; inconclusive means no clear call, values can overlap the other calls; further: inactives centre near 2
SSB-PriA inh – inhibitors of Klebsiella pneumoniae PriA binding to SSB C-terminal tail; AlphaScreen SSBct-PriA binding, biotinylated peptide; inhibition, % at 33 µM; hit rate 0.6% among 430,000; AID 1272365; in the data active means inhibition mostly above about 37%, no sharp cut-off; inactive means mostly below about 20%;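 further: plate controls were negative control peptide for no effect and reference peptide for full effect; strong numbers were not always called active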
SARS 3CLpro inh – SARS-CoV 3CLpro protease inhibition; P0C6X7; recombinant SARS-CoV 3CLpro, quenched FRET peptide cleavage; inhibition, % at 6 µM; hit rate 0.14% among 290,000; AID 1706; in the data active means inhibition above about 12%
Anthrax LF prot – anthrax lethal factor protease inhibition; multiplex microsphere protease cleavage assay, LF; inhibition, % at 10 µM; P15917; hit rate 0.12% among 360,000; further: plate controls were buffer without enzyme for full effect and enzyme alone for no effect
Target sequence (P15917 whole entry, looked up): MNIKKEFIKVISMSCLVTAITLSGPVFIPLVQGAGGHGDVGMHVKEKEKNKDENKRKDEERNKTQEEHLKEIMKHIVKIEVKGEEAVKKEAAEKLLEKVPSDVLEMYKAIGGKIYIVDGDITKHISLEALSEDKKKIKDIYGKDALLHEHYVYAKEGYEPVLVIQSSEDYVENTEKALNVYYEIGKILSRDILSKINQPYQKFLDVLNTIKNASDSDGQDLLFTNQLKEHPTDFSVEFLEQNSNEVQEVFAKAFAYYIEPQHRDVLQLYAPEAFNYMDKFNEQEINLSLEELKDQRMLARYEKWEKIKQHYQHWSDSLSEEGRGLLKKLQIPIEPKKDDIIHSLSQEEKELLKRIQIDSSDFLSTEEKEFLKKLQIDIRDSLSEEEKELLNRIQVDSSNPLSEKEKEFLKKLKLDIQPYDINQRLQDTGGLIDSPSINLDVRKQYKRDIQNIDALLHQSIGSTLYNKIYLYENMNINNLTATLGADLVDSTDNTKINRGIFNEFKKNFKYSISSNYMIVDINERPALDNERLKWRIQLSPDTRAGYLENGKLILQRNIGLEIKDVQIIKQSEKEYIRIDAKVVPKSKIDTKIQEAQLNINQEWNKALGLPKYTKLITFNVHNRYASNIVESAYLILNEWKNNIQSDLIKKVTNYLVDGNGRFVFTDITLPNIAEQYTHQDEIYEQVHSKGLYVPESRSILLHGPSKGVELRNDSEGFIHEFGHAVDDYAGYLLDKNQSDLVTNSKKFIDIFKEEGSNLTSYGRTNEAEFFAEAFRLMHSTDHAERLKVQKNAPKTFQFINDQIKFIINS
PfHsp40 yeast – rescue of PfHsp40-mediated yeast toxicity; S. cerevisiae expressing PfHsp40, growth rescue, ATP luminescence; growth rescue, % at 12.5 µM; hit rate 0.68% among 340,000; in the data active means growth rescue above about 28%, passing the limit was not always enough; inconclusive means no clear call, values can overlap the other calls;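 further: yeast W303a lacking pdr1 and pdr3 grown in galactose medium; growth measured after three days at 30 °C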
CCHF vOTU inh – blocks the CCHF virus ovarian tumor domain protease; inhibition, % at 11.5 µM; AID 651958; CCHFV vOTU protease, Pep-AMC fluorescence; hit rate 0.55% among 370,000; in the data active means inhibition above about 30%; further: 0% = vehicle wells with enzyme and 100% = no enzyme wells
* marks the source's active call; other numbers are inactive results; i = inactive; ? = inconclusive; . = no result given; & = joins results of further samples. Unless noted, no stated cut-off is given here; in the data, active means inhibition above about 30%; inconclusive means no clear call, values can overlap the other calls; inactive means below that. The list is partial; rates above refer to the full screens.

SMILES	TcdB GH inh	DUSP3 inh	BoNT-A LC inh2	BH1578 lux ind	Yp Topo-I inh	SSB-PriA inh	SARS 3CLpro inh	Anthrax LF prot	PfHsp40 yeast	CCHF vOTU inh
Cc1ccccc1CSc1nnc(-c2ccncc2)o1	-1.3	-7	-1.0	-0.2	-8	-18	3	-8	-0.9	3
CCNC(=S)N/N=C1\CCCCc2ccccc21	1.7	3	-2.5	-0.6	-1	.	4	-6	0.0	-1
CCCc1cc(=O)[nH]c(SCC(=O)Nc2sc3c(c2C#N)CCC(C)C3)n1 (stereo not drawn)	-1.0	30	1.0	i	6	6	6	2	4.4	13
CN1CCN(NC(=O)CSc2ccc(Cl)cc2Cl)CC1	1.1	16	-0.4	-0.3	-4	-9	4	0	0.8	-6
O=S(=O)(NC1CCCCC1N1CCN(c2ccc(F)cc2)CC1)c1ccccc1 (stereo not drawn)	-6.4	6	0.6	0.3	-3	-5	5	1	0.5	-12
COCCN(C(=O)c1cc(-c2ccc(F)cc2)nc2ccccc12)c1c(N)n(CC(C)C)c(=O)[nH]c1=O	-0.3	.	-0.8	i	-3	-10	.	-8	-1.3	8
CCOC(=O)c1cc(CC)sc1/N=C/C1=C(O)CC(C)(C)CC1=O	.	5	-0.7	-0.2	1	.	5	-1	-0.9	9
COc1cccc(Nc2ncnc3sc(C)cc23)c1	0.9	23	0.9	-1.1	-13	-16	-3	2	0.1	5
Cc1ccccc1CN1C(=O)CS/C1=N/N=C/c1ccco1	0.5	10	-1.6	-1.1	13	.	0	-2	0.5	1
Cc1ccc(C(=O)N/C(=C\c2cccnc2)C(=O)N2CCCC2)cc1	-3.5	-1	3.9	-0.1	7	3	-7	4	-0.2	-8
CNc1nc(=S)[nH]c2ccccc12	-2.1	12	-1.7	0.8	2	-9	9	-8	1.1	4
O=C(Nc1cc(Cl)ccc1-n1cncn1)c1cc(F)cc(F)c1	0.9	.	6.8	i	-9	-15	.	-5	-0.6	-8
COc1ccc(CNC(=O)c2ccc(NS(=O)(=O)c3ccc4[nH]c(=O)[nH]c4c3)cc2)cc1OC	1.8	.	-3.1	-0.6	-3	-6	.	-3	0.2	-13
CC(=O)Oc1cc2c(C(=O)NCCCN3CCOCC3)c(C)oc2c2ccccc12	.	15	0.0	5.6	5	3&-1	-1	-2	-0.4	0
CCc1nn(-c2ccccc2)c(N)c1C#N	1.2	-2	0.1	i	5	-17	-2	-2	0.7	4
CC(=NNC(=O)C(C)SC(C)C(=O)NN=C(C)c1cccnc1)c1cccnc1 (stereo not drawn)	0.0	.	-0.3	1.0	0	-8	.	-6	-1.8	7
CCCn1c(SCC(=O)Nc2cc(Cl)ccc2OC)nc(O)cc1=O	-0.4	.	0.4	0.7	-1	-13	.	-6	0.8	14
Cc1ccc(NC(=O)C(C)N2C(=O)c3ccccc3C2=O)cc1 (stereo not drawn)	.	-12	-0.5	1.0	-2	1	-2	-6	0.8	15
NC(=O)CN(c1ccccc1)C1SC(=O)N(Cc2ccccc2)C1=O (stereo not drawn)	1.7	10	0.3	11	14	-3	-3	-4	0.5	-6
Cc1csc(=N)n1CC(=O)N1CCc2ccccc21	.	7	0.3	0.7	-5	-1	-6	1	-0.8	17
O=C(NCc1ccccc1)c1cccn(Cc2cccc(Cl)c2)c1=O	0.7	12	3.5	-0.6	5	-12	1	-7	2.6	1
CC1NC(=O)c2cccnc2-n2c1nc1cc(F)ccc1c2=O (stereo not drawn)	3.3	.	-0.8	-0.6	1	.	.	-8	.	0
Oc1ccccc1-c1nc2ccccc2nc1-c1ccccc1	0.1	1	0.1	-0.3	1	24	3	-4	0.5	2
CCc1cccc(Nc2cc(C)nc3ncnn23)c1	1.1	11	-0.5	-0.4	2	4	0	-4	-1.0	5
O=C(O)CCC(=O)Nc1ccc(S(=O)(=O)Nc2nccs2)cc1	-1.8	12	-1.1	3.6	0	-9	-2	3	0.8	25
O=C(COc1ccccc1)Nc1ncccn1	.	2	0.3	i	3	-8	4	-3	-1.1	-3
O=[N+]([O-])c1ccc(Nc2ccc3ccccc3c2)nc1	0.8	-9	0.6	-4.8	-28	-11	3	-2	0.0	-11
N=c1ccn(Cc2cccc(F)c2)cc1	-2.6	-3	1.5	-1.2	-6	-5	1	-11	.	-12
CC(C)C[C@H]1CN([C@@H](Cc2ccc(O)cc2)CN2CCC[C@@H]2CN2C(=S)NC[C@@H]2Cc2ccccc2)C(=S)N1CC1CCCCC1	-2.1	.	-0.4	.	.	.	.	7	.	21
Nc1ncc(Br)cc1Br	.	-4	0.9	-0.3	-1	-2	-4	-1	-0.8	2
N#Cc1c(Nc2ccccc2Cl)s[nH]c1=O	-0.5	10	-0.1	-0.3	-4	-1	6	0	-0.1	5
CC12CCC(C(=O)CC1=O)C2(C)C (stereo not drawn)	1.3	.	-0.1	i	-4	-6	.	-1	-0.7	8
COc1cc(-c2c(-c3ccc4c(c3)OCO4)noc2C)ccc1F	1.0	13	-0.2	1.2	11	-5	1	-10	5.2	16
C#CCN(C(=O)Nc1ccccc1)c1ccccc1	.	14	-0.1	0.1	6	-9	1	-2	-1.6	3
O=C(NN=C1CCCC1)c1ccccc1O	-6.4	-4	-2.8	-0.3	-3	-16	3	20	0.0	0
Cn1nnnc1SCC(=O)NCc1cccs1	.	48	0.5	i	-1	-21	6	2	-0.9	-1
O=C(c1ccccc1)c1ccc(C(=O)O)c(C(=O)O)c1	-2.3	.	-0.4	-0.4	3	-9	.	-2	1.5	-7
CC[C@H](C)[C@H](NC(N)=O)C(=O)Nc1ccc(S(=O)(=O)NC(C)C)cc1	2.6	-7	0.3	-0.3	-3	-1	5	1	-0.4	8
CCOC(=O)c1c(NC(=O)COC(=O)CCNS(=O)(=O)c2ccccc2)sc(C(=O)NC)c1C	0.1	.	-114	-0.3	1	-4	.	-25	-1.0	15
O=C(Nc1ccccc1)Nc1ccccc1C(=O)NCC1CC1	2.1	14	.	i	-6	4	-1	.	-0.1	5
Brc1cc(Cc2nnc(-c3ccccc3)o2)c(Br)s1	0.1	10	?	-0.7	33	-16	5	-17	1.2	-3
COc1ccc(CNC(=O)c2ccc3c(c2)NC(=O)C(C)S3)cc1 (stereo not drawn)	0.0	10	1.7	i	6	-5	-1	-3	-0.2	17
CN(C(=O)COC(=O)C1CCN(S(=O)(=O)c2c(Cl)cccc2Cl)CC1)C1CCS(=O)(=O)C1 (stereo not drawn)	0.4	.	2.7	i	1	-10	.	2	1.1	1
O=C(CSc1ccccc1C(=O)O)c1ccccc1	-0.3	-7	-1.0	i	-1	2&-12	6	0	0.1	9
COc1cccc(CNC(=O)c2ccc(C)c(S(=O)(=O)N3CCCCC3)c2)c1	1.1	.	?	i	23	-9	.	-5	-0.5	-2

Overlap with the part before: 5 compounds, then new ones.
SMILES	TcdB GH inh	DUSP3 inh	BoNT-A LC inh2	BH1578 lux ind	Yp Topo-I inh	SSB-PriA inh	SARS 3CLpro inh	Anthrax LF prot	PfHsp40 yeast	CCHF vOTU inh
Brc1cc(Cc2nnc(-c3ccccc3)o2)c(Br)s1	0.1	10	?	-0.7	33	-16	5	-17	1.2	-3
COc1ccc(CNC(=O)c2ccc3c(c2)NC(=O)C(C)S3)cc1 (stereo not drawn)	0.0	10	1.7	i	6	-5	-1	-3	-0.2	17
CN(C(=O)COC(=O)C1CCN(S(=O)(=O)c2c(Cl)cccc2Cl)CC1)C1CCS(=O)(=O)C1 (stereo not drawn)	0.4	.	2.7	i	1	-10	.	2	1.1	1
O=C(CSc1ccccc1C(=O)O)c1ccccc1	-0.3	-7	-1.0	i	-1	2&-12	6	0	0.1	9
COc1cccc(CNC(=O)c2ccc(C)c(S(=O)(=O)N3CCCCC3)c2)c1	1.1	.	?	i	23	-9	.	-5	-0.5	-2
CC(/C=C/C=C/c1ccccc1)=N/NC(=O)c1ccc2c(c1)OCCO2	0.7	-5	.	i	1	.	4	.	-1.5	-1
CNCCOc1ccccc1OC(C)C	-0.3	5	-2.5	1.0	2	-3	-4	-4	-1.1	11
CC1(C)CC(=O)C(C=NCCN2CCN(C(=O)Cc3ccccc3)CC2)=C(O)C1	3.6	11	-1.9	i	-10	-10	2	-4	-0.7	3
CC1CCN(CCCNC(=O)C2CCN(S(=O)(=O)N3CCC4(CC3)OCCO4)CC2)CC1	-2.1	62	0.6	0.1	-1	-9	-1	0	1.3	9
CCCCCn1c(N)c(C(=O)NCCN2CCOCC2)c2nc3ccccc3nc21	.	15	9.4	6.1	16	24	5	1	0.7	-60
CCCC1CCc2c(c3ccccc3[nH]c2=O)O1 (stereo not drawn)	.	20	-0.3	-0.6	16	-3	-3	-1	2.2	16
O=C(NC(C(=O)c1ccccc1)N1CCCCCC1)c1ccco1 (stereo not drawn)	0.7	28	0.2	-0.4	-1	-7	4	0	2.0	-11
CCN(C(=O)COC(=O)/C=C/c1ccccc1[N+](=O)[O-])C1CCS(=O)(=O)C1 (stereo not drawn)	0.9	30	-0.2	-0.1	-5	2	1	-2	-0.9	2
O=C(CCNS(=O)(=O)c1ccc2c(c1)CCC(=O)N2)Nc1ccc(F)c(F)c1	0.8	-9	0.3	-0.1	-8	-6	-2	-3	0.6	1
CCOC(=O)c1cccc(NC(=O)/C(=C\c2ccccc2)NC(=O)c2ccccc2Cl)c1	.	8	-0.2	i	25	-22	1	1	-2.0	15
COc1cccc(Cn2nc3c4cc(F)ccc4n(Cc4ccc(F)cc4)cc-3c2=O)c1	0.9	-12	-1.2	-0.6	0	-9	-5	11	-1.0	1
C[C@H]1CN(c2ccccc2)C(=O)[C@@H]1CC(=O)Nc1ccc(Br)cc1	0.3	.	-0.2	-1.1	8	.	.	-5	.	4
CCn1cc(C(=O)NCc2ccco2)c(=O)c2cc(S(=O)(=O)N3CC(C)CC(C)C3)ccc21 (stereo not drawn)	.	10	0.5	i	3	-17	-3	1	0.6	-4
CC1(c2ccc(Cl)cc2)NC(=O)N(CC(=O)NCc2cccs2)C1=O (stereo not drawn)	0.6	2	0.1	0.5	3	-9	4	0	-0.2	4
CC1(C(=O)Nc2cnc3ccccc3c2)CCN1C(=O)c1ccccc1CCc1ccccc1 (stereo not drawn)	0.6	.	-0.3	i	20	.	.	3	.	10
CCC(=O)N1CCc2cc(S(=O)(=O)CCC(=O)NCc3ccc(OC)cc3)ccc21	0.5	68	-1.6	-0.2	6	-24	1	1	-0.3	10
CN(C)c1nc(OCc2ccccc2)c2ncc(=O)[nH]c2n1	1.5	.	-0.6	-0.9	2	-4	.	-8	0.8	-8
CCC(COC)NC(=O)c1ccc(OC)c(OC2CCN(C(C)=O)CC2)c1 (stereo not drawn)	0.4	21	0.3	2.7	-14	9	-3	-6	-0.7	-9
N#Cc1cn(CC(=O)N2CCc3ccccc3C2)c2ccccc12	.	4	0.3	0.2	0	-9	-3	-3	4.1	7
Cc1cc(=O)[nH]c(SCC(=O)Nc2nc(-c3ccccc3)c(-c3ccccc3)o2)n1	-8.0	6	-0.4	-0.2	-6	-1	4	-4	-0.4	0
O=C1OCC(c2ccccc2)=C1c1ccccc1	-0.8	2	-2.5	-0.2	0	-5	-3	3	1.5	6
Cc1oc(-c2ccc(Cl)cc2)nc1CS(=O)CC(=O)NCc1cccs1 (stereo not drawn)	0.0	9	0.3	-0.2	20	1	-2	-5	1.9	-4
COCCNC(=O)Cn1nc(-c2ccc(C)cc2)ccc1=O	.	22	-3.5	0.8	-2	-15	4	-11	-0.5	.
O=c1cc(Cn2ccnc2)c2cc(O)ccc2o1	0.2	6	-2.2	-2.0	-8	-4	-5	-4	0.1	2
O=C(OCc1ccccc1)/C(=C/c1ccc(Cl)cc1)NC(=O)c1ccccc1Cl	.	21	-0.9	i	12	-15	-1	-6	1.6	1

High-throughput results (PubChem BioAssay)
